LYP act = LYP (human) phosphatase activation. recombinant LYP, DiFMUP fluorescence; 0 = plate median, 100 = signal doubled. 96,000 tested, 0.11% active. Q9Y2R2. activation, % at 2 µM;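 active = activation at 2 µM above a set limit, the mean plus 5 SD, cut at about 37% in these data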
Target sequence (Q9Y2R2 whole entry, looked up): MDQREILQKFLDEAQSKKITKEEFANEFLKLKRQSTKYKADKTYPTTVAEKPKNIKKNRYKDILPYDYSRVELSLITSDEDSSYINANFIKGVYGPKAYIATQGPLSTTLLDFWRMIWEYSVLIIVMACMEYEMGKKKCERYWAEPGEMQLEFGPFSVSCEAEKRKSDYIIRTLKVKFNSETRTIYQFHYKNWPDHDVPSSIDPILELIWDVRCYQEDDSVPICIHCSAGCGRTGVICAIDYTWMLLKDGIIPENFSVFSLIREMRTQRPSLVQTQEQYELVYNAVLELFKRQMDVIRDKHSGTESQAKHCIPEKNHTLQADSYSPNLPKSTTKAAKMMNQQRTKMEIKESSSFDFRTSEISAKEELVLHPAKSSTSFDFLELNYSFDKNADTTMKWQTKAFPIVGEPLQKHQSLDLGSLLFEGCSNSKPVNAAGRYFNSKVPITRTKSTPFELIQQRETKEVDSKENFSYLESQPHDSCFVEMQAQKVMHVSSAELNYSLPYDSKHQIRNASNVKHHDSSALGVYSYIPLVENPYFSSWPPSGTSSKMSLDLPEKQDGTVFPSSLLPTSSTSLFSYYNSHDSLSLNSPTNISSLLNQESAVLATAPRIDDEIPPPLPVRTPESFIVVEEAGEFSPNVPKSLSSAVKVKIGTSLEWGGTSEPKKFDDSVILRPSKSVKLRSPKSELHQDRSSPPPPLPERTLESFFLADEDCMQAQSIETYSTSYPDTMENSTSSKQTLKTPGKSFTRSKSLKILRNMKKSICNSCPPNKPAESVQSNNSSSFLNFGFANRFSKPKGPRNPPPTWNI
PostGolgi ctrl = yeast control strain growth, post-Golgi counter-screen | AID 738 | inhibition, % at 10 µM | 98,000 tested, 5% active | efflux-deficient yeast background strain, growth absorbance A615, 16 h; in the data active = inhibition above about 30%
sEH inhibitor = blocks human soluble epoxide hydrolase activity; P34913; recombinant human sEH enzymatic activity assay; 91,000 tested, 0.34% active; inhibition, % at 2 µM; in the data active = inhibition above about 80%; note: values of inactives mirror those of a sister screen read the other way; many of its hits are not listed in these tables
HUVEC prolif 384 = human endothelial cell proliferation inhibition; HUVEC proliferation, CellTiter-Glo luminescence, 72 h; stronger effect = lower value; viability, % at 10 µM (by protocol); 86,000 tested, 1.1% active; AID 648;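 active = viability at or below 30%; inactive = viability above 30%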;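 note: 100% = median luminescence of DMSO-only cell control wells on each plate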
sEH act = increases human soluble epoxide hydrolase activity | P34913 | purified human sEH enzymatic activity, activator screen | activation, % at 2 µM | 91,000 tested, 0.04% active | AID 717; in the data active = activation above about 37%; note: values of inactives mirror those of a sister screen read the other way
Fibroblast inh = blocks proliferation of human lung fibroblasts | LL 47 human lung fibroblast viability, ATP luminescence; stronger effect = lower value | 85,000 tested, 1.1% active | AID 719 | viability, % at 10 µM;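 active = viability at or below 50% in the single dose screen; inactive = viability above 50%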;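 note: compound exposure lasted 72 h before the ATP readout; 100% = median luminescence of untreated cell-only wells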
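Assay system: human lung fibroblast line LL 47, low passage. Input: 1,150 fibroblasts seeded per well. Times: overnight cell rest, 72 h compound treatment at 37 °C. Evaluation: % viability of median cell-only signal. Technique: luminescent ATP detection, CellTiter-Glo. Control set: cell-only wells, no compound.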
S1P2 antag = antagonists of human S1P2 receptor; 97,000 tested, 0.21% active; O95136; cell-based S1P2 antagonist assay, inhibition at 5 uM; inhibition, % at 5 µM; AID 736; in the data active = inhibition above about 45%;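 note: CRE beta-lactamase reporter cells expressing human S1P2 stimulated with S1P; 0% = agonist at EC80 alone and 100% = agonist plus reference antagonist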
H69AR inhibit = blocks growth of human H69AR lung tumor cells; H69AR lung tumor viability, ATP luminescence, 72 h; stronger effect = lower value; viability, % at 10 µM; 85,000 tested, 6% active;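 active = viability at or below 40%; inactive = viability above 40%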;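 note: multidrug resistant small cell line overexpressing MRP-1 efflux transporter; 100% = mean luminescence of untreated control wells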
S1P2 ag = activates the human S1P2 receptor | 97,000 tested, 0.46% active | O95136 | S1P2-expressing cell line, agonist reporter read-out | activation, % at 4.5 µM; in the data active = activation above about 16%;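 note: 0% = vehicle low control and 100% = maximal reference agonist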
An asterisk follows results filed as active; / = not tested or not shown. This is a subset. The share of hits here may be higher or lower than overall.

#1 Cc1cc(NC(=O)CCC(=O)N(c2ccccc2)C(C(=O)NC2CCCC2)c2ccccc2)no1 (configuration not stated)
#2 CC(C)COC(=O)C(C#N)c1nc2ccccc2nc1N1CCN(Cc2ccccc2)CC1 (configuration not stated)
#3 CCN(CC)C(=O)Nc1ccc(C(=O)OC)cc1
#4 CC(=O)c1cnc2c(C(=O)O)cnn2c1C
#5 O=C(NC1CCCCC1)C(c1ccco1)N(C(=O)c1csnn1)C1CCCC1 (configuration not stated)
#6 COc1nc(OC)nc(N2CCC(C(=O)NCc3ccco3)CC2)n1
#7 O=C(O)CCc1nc(-c2ccccc2Cl)no1
#8 O=C(NCc1ccccn1)Nc1cccc(NC(=O)NCc2ccccn2)c1
compound no.,1,2,3,4,5,6,7,8
LYP act,1,-10,7,-2,-1,/,-6,/
PostGolgi ctrl,/,19,5,-3,14,-1,3,17
sEH inhibitor,-10,-6,7,-5,-24,/,-15,/
HUVEC prolif 384,102,75,100,/,96,90,102,92
sEH act,14,11,-9,6,24,/,14,/
Fibroblast inh,102,96,96,/,99,104,92,90
S1P2 antag,-12,-1,11,23,15,/,13,/
H69AR inhibit,91,80,104,/,98,93,104,104
S1P2 ag,-5,-5,-2,-6,-3,/,-8,/

#9 Cc1cccc2nc(CSc3nnc4ccccn34)cn12
#10 CC(NC(=O)C1CCC(=O)N1Cc1ccc(F)cc1)c1ccc2c(c1)OCCO2 (configuration not stated)
#11 CCCC1(C(=O)OC)NC(c2ccc(OC)c(OC)c2)C2C(=O)N(c3ccc4c(c3)OCO4)C(=O)C21 (configuration not stated)
#12 Cc1ccc(-c2nc3cc(NC(=O)C(C)C)ccc3o2)cc1
#13 CN1CCN(c2ccc([N+](=O)[O-])cc2NC(=O)c2ccccc2Cl)CC1
#14 O=C(NCCc1cccs1)C1CC(c2c(Cl)cccc2Cl)=NO1 (configuration not stated)
#15 CCCCCc1c(C)nc(N2CCc3ccccc3C2)[nH]c1=O
#16 Cc1cccc(N2CSC3=C(C#N)C(c4ccc(C)o4)CC(=O)N3C2)c1 (configuration not stated)
compound no.,9,10,11,12,13,14,15,16
LYP act,8,7,5,-6,-4,-2,-4,-13
PostGolgi ctrl,2,-11,9,5,29,15,10,2
sEH inhibitor,-12,18,8,-2,-17,5,28,6
HUVEC prolif 384,99,104,95,81,/,/,100,90
sEH act,10,-19,-9,0,16,-7,-25,-3
Fibroblast inh,100,104,104,106,/,/,97,100
S1P2 antag,-13,16,4,6,8,7,2,-15
H69AR inhibit,89,90,75,90,/,/,73,97
S1P2 ag,-3,-8,-6,1,-9,-2,-9,-1

Brought forward from above: three entries; new compounds follow.
#14 O=C(NCCc1cccs1)C1CC(c2c(Cl)cccc2Cl)=NO1 (configuration not stated)
#15 CCCCCc1c(C)nc(N2CCc3ccccc3C2)[nH]c1=O
#16 Cc1cccc(N2CSC3=C(C#N)C(c4ccc(C)o4)CC(=O)N3C2)c1 (configuration not stated)
#17 Cc1ccc(-c2nnc3ccc(SCC(=O)N4CCc5ccccc54)nn23)cc1
#18 COc1ccc(OC)c(-n2nnnc2SCC(=O)Nc2nc(C)c(C)s2)c1
#19 O=C(Nc1cnn(Cc2ccc(Cl)cc2)c1)c1ccc([N+](=O)[O-])cc1
#20 COc1ccc2c(C)cc(SCC(=O)Nc3c(C)n(C)n(-c4ccccc4)c3=O)nc2c1
#21 CN(C(=O)COC(=O)COc1ccccc1F)C1CCS(=O)(=O)C1 (configuration not stated)
#22 O=C(Cn1nnc(-c2ccccc2)n1)OC1CCOC1=O (configuration not stated)
#23 COc1ccc(CNC(=O)C2CC(c3ccc(OC)cc3)=NO2)cc1 (configuration not stated)
#24 CCCn1c(SCC(=O)Nc2ccc(OC)cc2)nnc1-c1ccncc1
compound no.,14,15,16,17,18,19,20,21,22,23,24
LYP act,-2,-4,-13,4,11,6,-46,8,4,-4,-4
PostGolgi ctrl,15,10,2,14,-3,14,-2,5,7,22,-1
sEH inhibitor,5,28,6,/,2,24,-16,14,-12,3,-12
HUVEC prolif 384,/,100,90,45,78,/,101,100,94,75,/
sEH act,-7,-25,-3,/,-5,-23,14,-12,12,-4,10
Fibroblast inh,/,97,100,85,97,/,94,94,100,90,/
S1P2 antag,7,2,-15,-11,8,-4,13,-16,5,-13,7
H69AR inhibit,/,73,97,32*,20*,/,60,98,98,92,/
S1P2 ag,-2,-9,-1,-6,-3,-5,-5,-5,-3,-5,-3

#25 CCOC(=O)c1c(C)c(C(=O)O)n(C)c1C
#26 COC(=O)c1ccccc1S(=O)(=O)N(Cc1cc2cc3c(cc2[nH]c1=O)OCO3)C1CCCCC1
#27 Cc1ccc(C(=O)CSc2nnc(-c3cccnc3)n2N)cc1
#28 COCCCNC(=S)NCCCNc1nc2cc3c(cc2cc1C#N)OCO3
#29 Cc1cc(=O)n(C)c(=O)n1CC(=O)N1CCCCCC1
#30 Cc1nc(-c2ccccc2)sc1-c1nc(-c2ccccc2)ncc1S(=O)(=O)c1ccccc1
#31 Cc1noc(C(=O)Nc2c(C)nn(Cc3ccccc3)c2C)c1Cl
#32 Cn1c(CNc2ccccc2)nc2ccccc21
compound no.,25,26,27,28,29,30,31,32
LYP act,-2,-8,-7,-4,4,9,6,6
PostGolgi ctrl,2,6,15,1,7,12,-8,10
sEH inhibitor,8,-22,3,-1,-3,/,/,-8
HUVEC prolif 384,97,90,78,/,86,/,83,/
sEH act,-10,23,-8,1,5,/,/,8
Fibroblast inh,106,85,94,/,95,/,98,/
S1P2 antag,29,-12,15,-6,12,4,-6,12
H69AR inhibit,97,52,27*,/,92,/,84,/
S1P2 ag,-3,-5,1,2,0,-10,-5,0

#33 O=C(Cn1nc(Cc2cccnc2)c2ccccc2c1=O)N1CCN(c2ccccn2)CC1
#34 Nc1nc(SCC(=O)NCCCO)nc2sc3c(c12)CCC3
#35 O=S(=O)(NCc1cccnc1)c1cccc2cccnc12
#36 CC(=O)Nc1cccc(N(C)S(C)(=O)=O)c1
#37 Clc1ccc(CSc2nnc(-c3c[nH]c4ccccc34)o2)cc1
#38 CC(C)c1cc(C(N)=O)c(NC(=O)c2cccc(COc3ccc(Br)cc3)c2)s1
#39 Cc1cccc(-c2nc3c(c(SCC(N)=O)n2)CCCC3)c1
#40 Cc1ccc(C(C(=O)NC(C)(C)C)N(Cc2ccco2)C(=O)Cn2nnc(-c3cccs3)n2)cc1 (configuration not stated)
compound no.,33,34,35,36,37,38,39,40
LYP act,-3,12,6,-9,-10,4,1,-9
PostGolgi ctrl,21,-1,-2,2,27,16,/,/
sEH inhibitor,/,-10,6,7,2,6,11,3
HUVEC prolif 384,112,89,/,96,104,/,95,89
sEH act,/,10,-8,-5,0,-4,-6,-3
Fibroblast inh,103,101,/,95,114,/,100,96
S1P2 antag,4,-13,-6,-9,2,-6,-7,-6
H69AR inhibit,76,95,/,107,101,/,98,99
S1P2 ag,-5,-2,-2,-2,-2,0,-5,-6

#41 CC(Cc1cccs1)NC(=O)Nc1ccccc1 (configuration not stated)
#42 COc1ccc(CCNC(=O)CCn2c(SCC#N)nc3ccccc3c2=O)cc1OC
#43 CC1CCCN(c2c([N+](=O)[O-])c(=O)oc3ccccc23)C1 (configuration not stated)
#44 Cc1cc(C)c(S(=O)(=O)N2CCN(c3ccc([N+](=O)[O-])c(-n4nc(C)cc4C)c3)CC2)c(C)c1
#45 COc1ccc(CNC(=O)C2CCCN2S(=O)(=O)c2ccc(Cl)cc2)cc1 (configuration not stated)
#46 COc1ccc(Nc2cc(C(=O)NCCCN3CCOCC3)c3ccccc3n2)cc1OC
#47 CCCCCn1c(-c2ccco2)nc2nc3ccccc3nc21
#48 CCCCn1c(SCC(=O)NC(C)CC)nc2ccc(N3CCOCC3)cc2c1=O (configuration not stated)
compound no.,41,42,43,44,45,46,47,48
LYP act,1,2,-12,0,16,-6,-17,2
PostGolgi ctrl,-3,0,5,7,/,5,21,-2
sEH inhibitor,58,19,-18,2,-6,-1,/,-9
HUVEC prolif 384,90,104,/,/,98,72,90,/
sEH act,-58,-19,18,0,6,1,/,8
Fibroblast inh,96,101,/,/,100,89,99,/
S1P2 antag,15,8,24,-4,-18,-14,-17,7
H69AR inhibit,94,91,/,/,81,93,94,/
S1P2 ag,-11,-3,-4,-7,-1,-3,2,0

Reformatted in markdown: entries from further up.
| entry | smiles | LYP act | PostGolgi ctrl | sEH inhibitor | HUVEC prolif 384 | sEH act | Fibroblast inh | S1P2 antag | H69AR inhibit | S1P2 ag |
| --- | --- | --- | --- | --- | --- | --- | --- | --- | --- | --- |
| 43 | CC1CCCN(c2c([N+](=O)[O-])c(=O)oc3ccccc23)C1 (configuration not stated) | -12 | 5 | -18 | / | 18 | / | 24 | / | -4 |
| 44 | Cc1cc(C)c(S(=O)(=O)N2CCN(c3ccc([N+](=O)[O-])c(-n4nc(C)cc4C)c3)CC2)c(C)c1 | 0 | 7 | 2 | / | 0 | / | -4 | / | -7 |
| 45 | COc1ccc(CNC(=O)C2CCCN2S(=O)(=O)c2ccc(Cl)cc2)cc1 (configuration not stated) | 16 | / | -6 | 98 | 6 | 100 | -18 | 81 | -1 |

Following part.
#49 Cc1ccccc1NC(=S)NC(NC(=O)N(C)C)C(Cl)(Cl)Cl (configuration not stated)
#50 COc1ccc(-c2csc(=Nc3c(C)n(C)n(-c4ccccc4)c3=O)n2C(C)(C)C)cc1
#51 CCOC(=O)c1cccc(NC(=O)CSc2nnnn2CC)c1
#52 COc1ccc(-n2c(O)c(Cc3ccccc3)c(=O)n3nc(-c4ccccc4)c(=O)cc23)cc1
#53 O=C1CSC(c2ccc(Cl)cc2)N1 (configuration not stated)
#54 Cc1ccc(Cn2c(CN3CCN(C(=O)c4ccco4)CC3)nc3c2c(=O)n(C)c(=O)n3C)cc1
#55 Cc1[nH]c2c(C)cccc2c(=O)c1Br
#56 CN1CCCCC1=NCCCn1cnc2c1c(=O)n(C)c(=O)n2C
compound no.,49,50,51,52,53,54,55,56
LYP act,-1,-11,-7,9,6,3,/,-7
PostGolgi ctrl,6,12,5,/,4,3,3,2
sEH inhibitor,-1,6,/,3,8,-16,/,6
HUVEC prolif 384,/,97,96,101,93,101,86,/
sEH act,0,-3,/,0,-8,14,/,-4
Fibroblast inh,/,104,89,104,99,98,97,/
S1P2 antag,18,10,-6,-6,5,-8,/,7
H69AR inhibit,/,98,/,94,99,52,88,/
S1P2 ag,-4,-5,-4,-13,-3,-5,/,-2

#57 Cn1nnnc1SCC(=O)Nc1ccc(Oc2ccccc2)cc1
#58 Nc1nc(-c2ccc3c(c2)OCCO3)cs1
#59 O=C(Nc1ccccc1)N1CCn2c(nc3ccccc32)C1
#60 C#CCn1cnc2c(cnn2-c2ccc(C)c(C)c2)c1=O
#61 COc1ccc(CCNc2oc(-c3ccc(OC)c(OC)c3)nc2C#N)cc1
#62 CCOC(=O)Cn1c(CN2CCN(C(c3ccccc3)c3ccccc3)CC2)nc2c1c(=O)n(C)c(=O)n2C
#63 CCOC(=O)c1c(C)oc2c1c(C(c1cccnc1)N1CCOCC1)c(O)c1ccccc12 (configuration not stated)
#64 c1ccc(N=P(N2CCOCC2)(N2CCOCC2)N2CCOCC2)cc1
#65 O=C(CN1C(=O)C2CCCCN2C(=O)c2ccccc21)N1CCCc2ccccc21 (configuration not stated)
#66 Cc1ccc(C(=O)N2CCN(C3CCCCC3)CC2)s1
#67 Cc1csc(NC(=O)c2cccc(Cn3nc(C)c(Br)c3C)c2)n1
compound no.,57,58,59,60,61,62,63,64,65,66,67
LYP act,-10,/,-1,-3,1,-5,-1,-3,-8,/,-4
PostGolgi ctrl,8,2,-4,-5,10,16,37*,7,9,6,15
sEH inhibitor,3,/,-12,4,-10,/,/,4,3,/,14
HUVEC prolif 384,79,88,104,/,84,/,/,95,93,102,93
sEH act,-2,/,13,-4,10,/,/,-2,-2,/,-12
Fibroblast inh,92,98,103,/,99,/,/,93,98,111,100
S1P2 antag,19,/,7,10,-9,2,12,-1,16,/,-17
H69AR inhibit,72,89,104,/,92,/,/,91,89,115,89
S1P2 ag,-5,/,-8,-1,-6,-2,-4,-6,-2,/,-4

High-throughput results: PubChem, several laboratories
